FadD28 binding: M. tuberculosis FadD28 bisubstrate binding inhibition | FadD28 bisubstrate probe binding, fluorescence polarization | inhibition, % at 12.5 µM | hit rate 0.22% among 360,000; in the data active means inhibition above about 8.5%, passing the limit was not always enough; inconclusive means no clear call, values can overlap the other calls
UGM FP inh: blocks M. tuberculosis UGM enzyme; P9WIQ1; purified UGM, fluorescence polarization probe displacement; inhibition, % at 10 µM; hit rate 0.06% among 320,000; AID 504406; in the data active means inhibition above about 10%, passing the limit was not always enough; inconclusive means no clear call, values can overlap the other calls
Target sequence (P9WIQ1 whole entry, looked up): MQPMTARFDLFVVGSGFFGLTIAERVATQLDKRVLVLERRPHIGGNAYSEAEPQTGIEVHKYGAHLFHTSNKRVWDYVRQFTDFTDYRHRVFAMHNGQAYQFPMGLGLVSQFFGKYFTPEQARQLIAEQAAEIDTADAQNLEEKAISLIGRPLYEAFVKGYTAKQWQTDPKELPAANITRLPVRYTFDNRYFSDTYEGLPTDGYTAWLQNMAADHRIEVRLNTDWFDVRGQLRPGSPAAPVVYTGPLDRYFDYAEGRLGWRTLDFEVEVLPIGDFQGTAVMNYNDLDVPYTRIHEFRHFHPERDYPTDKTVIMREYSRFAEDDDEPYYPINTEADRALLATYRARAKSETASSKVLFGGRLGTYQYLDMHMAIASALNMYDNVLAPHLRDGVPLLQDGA
MazEF act: MazEF (E. coli) toxin RNase activation; P0AE70; FAM/BHQ RNA-DNA oligo cleavage fluorescence, 5 h; activation, % at 20 µM; hit rate 0.32% among 350,000; in the data active means activation above about 50%
Target sequence (P0AE70 whole entry, looked up): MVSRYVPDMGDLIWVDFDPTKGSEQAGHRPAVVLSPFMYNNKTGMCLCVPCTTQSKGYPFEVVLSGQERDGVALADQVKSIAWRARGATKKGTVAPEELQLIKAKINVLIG
BoNT F protease: blocks Botulinum neurotoxin F light chain protease. hit rate 0.22% among 360,000. Multiplex microsphere protease cleavage assay, flow cytometry. inhibition, % at 10 µM; in the data active means inhibition above about 35%, passing the limit was not always enough; inconclusive means no clear call, values can overlap the other calls; further: plate controls were buffer without enzyme for full effect and enzyme alone for no effect
Mtb FBA inh: inhibits M. tuberculosis FBA enzyme; P9WQA3; purified M. tuberculosis FBA, fluorescence read-out; inhibition, % at 1 µM; hit rate 2.3% among 360,000; in the data active means inhibition above about 27%;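 further: 0% = vehicle and 100% = reference inhibitor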
Target sequence (P9WQA3 whole entry, looked up): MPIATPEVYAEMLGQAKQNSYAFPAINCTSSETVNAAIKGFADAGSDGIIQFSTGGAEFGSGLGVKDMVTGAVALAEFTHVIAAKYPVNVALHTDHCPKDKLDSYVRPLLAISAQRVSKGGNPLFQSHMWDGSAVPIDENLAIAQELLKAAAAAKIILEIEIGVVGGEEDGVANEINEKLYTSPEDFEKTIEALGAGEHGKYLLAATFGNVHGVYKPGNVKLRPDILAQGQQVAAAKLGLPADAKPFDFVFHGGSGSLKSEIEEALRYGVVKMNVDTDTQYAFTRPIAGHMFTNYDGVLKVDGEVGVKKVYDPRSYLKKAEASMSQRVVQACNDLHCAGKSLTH
PrPC surface inh: cell surface PrPC inhibition, primary TR-FRET screen. P04156. TR-FRET read-out. inhibition, % at 13.8 µM. hit rate 0.43% among 370,000. AID 720596; in the data active means inhibition above about 24%; further: 0% = median of the test wells and 100% = reference compound wells
GDH-TPI counter: inhibits GDH-TPI coupling enzymes, artifact for Mtb FBA screen; inhibition, % at 4.8 µM; GDH-TPI coupled enzyme counterscreen, NADH absorbance; hit rate 1.2% among 360,000; in the data active means inhibition above about 30%;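 further: 0% = DMSO wells and 100% = wells lacking the enzyme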
BioA inh: blocks M. tuberculosis BioA enzyme activity; inhibition, % at 9.99 µM; hit rate 0.096% among 360,000; purified M. tuberculosis BioA enzyme, plate reader; in the data active means inhibition above about 40%; inconclusive means no clear call, values can overlap the other calls
Rv3671c inh: inhibitors of M. tuberculosis serine protease Rv3671c; AID 2606; hit rate 0.048% among 320,000; inhibition, % at 5.96 µM; P9WHR9; in the data active means inhibition above about 38%;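 further: extracellular domain of Rv3671c used as enzyme; 0% = enzyme with DMSO and 100% = no enzyme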
An asterisk follows results filed as active; ? = inconclusive; . = no result given.

compound	FadD28 binding	UGM FP inh	MazEF act	BoNT F protease	Mtb FBA inh	PrPC surface inh	GDH-TPI counter	BioA inh	Rv3671c inh
COCCSc1nnc(NC(=O)CSc2ccccc2)s1	-1.4	0.8	0	-1	3	8	9	.	-3
COc1cccc(C2=NC(C)(C)NC(c3ccccc3O)C2)c1 (stereo unspecified)	-0.7	2.4	2	-7	1	-6	16	.	-9
CC(C)c1cn(C2OC(COC(=O)c3ccccc3)C(OC(=O)c3ccccc3)C2OC(=O)c2ccccc2)c(=O)[nH]c1=O (stereo unspecified)	-1.1	-0.9	-10	5	3	1	12	0.5	-15
N/C(Cc1ccc([N+](=O)[O-])cc1)=N\OC(=O)c1ccc(Br)cc1	-6.2	1.0	-2	-10	-1	-6	2	-1.1	-5
CCCCN(C)C(=O)Cn1c(=O)oc2cc(S(=O)(=O)N3CC(C)CC(C)C3)ccc21 (stereo unspecified)	0.9	-2.6	-10	-5	-5	4	9	.	2
O=C(/C=C/c1ccccc1)NC(=S)Nc1ccc(N2CCOCC2)cc1	-0.7	1.5	3	-13	3	0	18	.	-4
CCOC(=O)C1CCCCN1C(=O)CCc1c(C)nc2ncnn2c1C (stereo unspecified)	-3.6	-0.1	9	-5	2	-3	-8	-1.0	5
CCOCCCNC(=O)c1ccc2c(c1)ncn2-c1ccc(C)cc1C	-0.2	-4.8	5	25	4	16	8	0.2	-3

3 structures out of the list, sorted by length of the SMILES, rising:
compound	FadD28 binding	UGM FP inh	MazEF act	BoNT F protease	Mtb FBA inh	PrPC surface inh	GDH-TPI counter	BioA inh	Rv3671c inh
COCCSc1nnc(NC(=O)CSc2ccccc2)s1	-1.4	0.8	0	-1	3	8	9	.	-3
CCOC(=O)C1CCCCN1C(=O)CCc1c(C)nc2ncnn2c1C (stereo unspecified)	-3.6	-0.1	9	-5	2	-3	-8	-1.0	5
CC(C)c1cn(C2OC(COC(=O)c3ccccc3)C(OC(=O)c3ccccc3)C2OC(=O)c2ccccc2)c(=O)[nH]c1=O (stereo unspecified)	-1.1	-0.9	-10	5	3	1	12	0.5	-15

Following part.
compound	FadD28 binding	UGM FP inh	MazEF act	BoNT F protease	Mtb FBA inh	PrPC surface inh	GDH-TPI counter	BioA inh	Rv3671c inh
COc1ccc(CNC(=O)C(CCSC)NC(=O)c2ccco2)cc1 (stereo unspecified)	-2.3	-1.4	2	8	1	17	-6	2.0	-11
Cc1cc(C(=O)CSc2nnnn2C)c(C)n1C1CC1	-3.6	-2.0	6	-5	2	-2	-1	.	6
Oc1ccccc1O	0.0	-0.5	1	-7	2	-4	-1	-6.2	7
O=C(c1ccc2snnc2c1)N1CCN(c2ccccc2)CC1	0.5	-0.1	1	-4	-1	2	8	.	2
CC(=NCC1CCCO1)c1c(O)n(-c2ccc(C)cc2)c(=O)[nH]c1=O (stereo unspecified)	-1.8	-0.2	-2	4	-3	18	-14	-1.1	1
O=C(C1=C[C@@H](c2ccc(Br)cc2)C[C@@H](OCc2ccc(CO)cc2)O1)N1CCN(Cc2ccccc2)CC1	-7.3	-0.3	-6	2	1	.	0	-1.7	-5
COc1cccc(C(=O)Nc2ccc3c(c2)C(=O)c2ccccc2C3=O)c1	0.6	2.1	12	0	2	-14	11	.	-8
CCOc1ccc(/C=N/Nc2ccccn2)cc1	-1.2	1.4	10	-1	-7	-3	8	.	6
CCN(CC(=O)Nc1ccc2c(c1)OCCO2)C(=O)c1ccc(S(=O)(=O)N(C)C)cc1	0.4	0.6	-11	?	1	-1	-3	-0.2	-3
CCCC(=O)C1=C(c2ccccc2)C(C#N)(C#N)C(C#N)=C1N	?	0.1	2	7	5	-10	19	1.2	-3
CCn1c(-c2cc(-c3ccccc3)sc2N)n[nH]c1=S	-3.2	0.3	5	-11	5	1	16	-0.8	11
COc1ccc(C(=NN)c2ccc(OC)cc2)cc1	1.0	0.0	-6	0	1	5	3	.	4
CCOC(=O)CN1C(=O)N(c2ccccc2OC)S(=O)(=O)c2ccccc21	-0.6	0.6	11	8	-3	2	-4	.	3
COC(=O)c1sccc1NC(=O)CN(C)NS(=O)(=O)c1ccc([N+](=O)[O-])cc1	0.9	3.4	8	-4	-2	-12	26	.	-8
Cc1onc(-c2ccccc2)c1C(=O)Nc1nnc(-c2ccncc2)s1	-3.5	0.7	1	-13	46*	-8	57*	-1.0	4
CCOC(=O)c1c(NC(=O)C(NCCN(C)C)c2ccccc2)sc2c1CCCC2 (stereo unspecified)	-3.1	-0.1	21	-6	0	-12	10	1.4	-3

In the list so far, two contain bromine:
compound	FadD28 binding	UGM FP inh	MazEF act	BoNT F protease	Mtb FBA inh	PrPC surface inh	GDH-TPI counter	BioA inh	Rv3671c inh
N/C(Cc1ccc([N+](=O)[O-])cc1)=N\OC(=O)c1ccc(Br)cc1	-6.2	1.0	-2	-10	-1	-6	2	-1.1	-5
O=C(C1=C[C@@H](c2ccc(Br)cc2)C[C@@H](OCc2ccc(CO)cc2)O1)N1CCN(Cc2ccccc2)CC1	-7.3	-0.3	-6	2	1	.	0	-1.7	-5

Next section
compound	FadD28 binding	UGM FP inh	MazEF act	BoNT F protease	Mtb FBA inh	PrPC surface inh	GDH-TPI counter	BioA inh	Rv3671c inh
COc1cc2c(cc1OC)C(c1ccc(N(C)C)cc1)CC(=O)N2 (stereo unspecified)	-2.8	0.9	1	-4	0	1	-5	3.0	8
COc1ccc(C(O)Cc2nc3ccccc3n2C)cc1OC (stereo unspecified)	0.4	5.2	0	-3	2	-3	3	-1.6	-5
CC(=O)NC(=O)c1nnn(Cc2ccccc2)c1NC(C)=O	-1.3	-1.6	5	-2	1	-10	9	-0.2	3
CC1(C)CC2CC(C)(CN2C(=O)COC(=O)CNC(=O)c2ccc(Cl)c(Cl)c2)C1 (stereo unspecified)	-4.4	2.7	-3	-14	0	-3	5	.	4
COCC(C)N1CC(O)=C(c2nc(-c3ccc(Cl)cc3)cs2)C1=N (stereo unspecified)	-0.8	-0.1	7	-1	0	4	6	.	-6
Cc1cc2c(cc1S(=O)(=O)CCC(=O)N1CC(C)CC(C)C1)OCC(=O)N2 (stereo unspecified)	-1.6	-0.4	8	-13	5	-4	-6	0.2	-9
CC1CC2(CCCC2)Nc2ccc(F)cc21 (stereo unspecified)	.	-2.4	8	6	0	2	8	-2.6	3
CC(CC(=O)Nc1nc2ccccc2[nH]1)n1ccnc1 (stereo unspecified)	-2.3	-1.9	4	-1	2	12	-3	-2.3	-5
CCCn1c(C)cc(C(=O)COc2ccc(C)nc2[N+](=O)[O-])c1C	-3.3	-0.5	-4	-3	-7	-15	14	11	-2
CCN(CC)S(=O)(=O)c1ccc(C(=O)NNC(=O)C2CCN(S(=O)(=O)c3ccc(Cl)cc3)CC2)cc1	1.3	-2.4	8	18	-1	-2	12	0.8	0
COCCNc1nc(N2CCCCC2)c2cnn(C)c2n1	-2.2	-2.2	7	-5	-3	-3	3	-0.4	-1
O=C(CC(O)(C(F)(F)F)C(F)(F)F)Nc1ccc(Cl)c(Cl)c1	-8.4	-1.4	7	.	0	65*	9	.	-36
CCOc1cccc(NC(=O)CSc2nncn2N)c1	0.4	2.4	-3	-1	-1	3	17	-1.6	-2
CC(C)Oc1cc(F)ccc1-c1cc(C(=O)NCc2ccccn2)[nH]n1	-1.1	.	.	-6	0	-1	8	13	.
Cc1ccc(-c2noc(CCC(=O)N3CCCc4ccccc43)n2)cc1	-3.9	1.5	2	3	0	7	1	3.0	2
O=C(CSc1nc(Nc2ccccc2)nc(N2CCOCC2)n1)Nc1cc(Cl)ccc1O	-0.3	-1.8	5	-5	-1	-3	10	5.4	.
CCN1CCN(c2ccc(NC(=O)c3ccc(Cl)c(S(=O)(=O)N4CCCC4)c3)cc2)CC1	-1.4	.	10	-56	-4	-5	4	1.4	.
COCOc1cc(O)c(C(=O)/C=C/c2ccc(OCOC)c(OCOC)c2)c(OCOC)c1	-1.2	-0.1	4	-6	2	.	6	0.2	-13
CCNCc1cc(Cl)c(OCc2ccccc2)c(OCC)c1	-2.2	-1.1	1	-16	1	4	3	.	0
Cc1ccc2c(c1)C(N1CCCC1=O)CC(c1ccco1)N2 (stereo unspecified)	-1.9	1.9	-7	3	31*	1	21	-3.7	-14
CC(=O)Nc1ccccc1OCC(=O)c1ccc2c(c1)OCO2	-2.2	0.4	7	1	-4	-1	-6	0.0	2
CCOC(=O)c1ccc([N+](=O)[O-])c(CS(=O)(=O)c2ccc(Cl)cc2)c1	-0.4	2.3	1	-8	1	-25	-1	-1.0	-2
CCOC(=O)c1nn(-c2cccc(OC)c2)c(-c2ccccc2)c1C(=O)c1ccccc1	-0.5	0.7	3	-7	-2	5	3	-0.9	-6
C=CCn1cnc2c(NCc3ccccc3)ncnc21	0.4	1.0	-8	19	2	4	-4	1.3	2
COc1cc(C)ccc1OCC(=O)NCC1CCCO1 (stereo unspecified)	-0.1	5.9	14	-8	1	10	2	5.8	-5
COc1cc(C(=O)Nc2ccc(NC(=O)c3ccco3)nc2)cc(OC)c1OC	-2.6	0.6	3	8	2	4	19	1.4	-6
O=C(NCCCSc1ccccc1)c1ccc(=O)[nH]c1	-0.5	3.0	-3	4	0	4	2	-0.5	0
COc1cccc(-c2sc3ccccc3c2-c2ccc(OCCN3CCCCC3)cc2)c1	-8.5	-0.3	4	-20	1	.	2	-0.8	1
COc1cc(C(=O)OCC(=O)c2cc(C)n(C)c2C)cc(NC(=O)c2ccco2)c1OC	0.5	-3.8	11	-1	-3	-6	15	-2.5	-6
Cc1ccc(C(C)C)c(OCCCNCc2cccnc2)c1	-1.5	-2.4	6	-19	2	-3	7	.	-5
Cc1cc(Sc2nccn2C)ncc1[N+](=O)[O-]	-1.3	4.2	-2	-3	-3	-11	10	.	-8
Cc1cc(C)c(S(=O)(=O)N2CCCCC2)cc1N(C)S(=O)(=O)c1ccc(Cl)cc1	-3.1	-0.1	-3	1	-2	9	7	0.9	0
Cc1cccc(C(=O)N2CCCC(N3CCN(c4ccc(F)cc4)CC3)C2)n1 (stereo unspecified)	1.2	-0.8	4	-2	3	1	14	-0.6	-4
COc1cc(NC(=O)Cc2cccc3ccccc23)c(C(=O)O)cc1OC	-2.0	-0.4	3	5	3	2	7	0.7	4
Cc1cccc(CN2CCCC(C(=O)c3ccc(C(F)(F)F)cc3)C2)n1 (stereo unspecified)	-5.0	0.6	0	2	-1	-4	5	.	-3
CCn1c(SCC(=O)Nc2cc(F)ccc2C)nnc1-c1ccccc1O	-0.9	-0.9	-3	-2	-2	1	0	3.4	2
O=C(CCCCCn1c(=S)[nH]c2ccc(Br)cc2c1=O)NCC1CCCO1 (stereo unspecified)	-0.5	0.1	7	0	3	-1	0	-0.8	-12
CCOCCCNC(=O)C(NC(=O)CNC(=O)c1ccccc1)c1ccc(OC)cc1 (stereo unspecified)	-2.9	-1.3	4	-6	0	2	-8	-0.3	-5
C[C@H]1CCC[C@]2(O[C@@H](CCO)C[C@H](O)[C@H]2O)O1	-3.3	1.9	1	-9	0	4	-1	-1.2	10
O=C(NC1CC2CCCC(C1)N2C(=S)Nc1ccccc1)C1CC1 (stereo unspecified)	-3.3	2.7	3	29	-1	2	-8	-0.8	-2
CCC(C)NCC(O)(c1ccc(Cl)cc1)c1ccc(Cl)cc1 (stereo unspecified)	-2.6	-0.5	-4	-13	-5	-2	-3	0.1	1
Cc1cc(NC(=O)CSCC(=O)Nc2cccc(S(=O)(=O)N3CCCCCC3)c2)no1	-3.4	-0.8	-3	4	-3	-7	0	1.6	3
COc1ccc(-c2nn[nH]n2)cc1OC	-0.1	-1.5	6	9	2	3	4	1.4	-4
CC1(C)CC2CC(C)(CN2C(=O)c2cc(-c3ccccc3)on2)C1 (stereo unspecified)	-3.6	1.6	1	4	0	-5	-5	-0.3	-8
O=C1CCN(S(=O)(=O)c2ccccc2)CCN1CCOCc1ccccc1	-0.7	1.1	4	0	4	8	3	-5.7	6
O=C(COC(=O)c1cc(Cl)ccc1O)NCCC1=CCCCC1	-2.0	3.4	2	0	0	-2	7	-0.6	2
O=C(Cn1nc2n(c1=O)-c1ccccc1SC2)N/N=C/c1cccs1	-0.8	-1.2	0	-5	2	-4	4	1.3	6
Cn1c(=O)c2c(nc(N3CCc4ccccc4C3)n2C)n(C)c1=O	-1.0	-1.8	5	0	1	2	8	3.2	4

Bioassay records (PubChem)

No enrichment for hits. Share with any hit: about 4.8%.
